PLCg1 inh: PLC-gamma1 (human) inhibition, primary screen; P19174; purified PLC-gamma1, fluorogenic substrate, fluorescence; inhibition, % at 12.2 µM; hit rate 0.84% among 370,000; in the data active means inhibition above about 9.5%
ADAM17 inh: inhibitors of human ADAM17; hit rate 0.83% among 370,000; P78536; inhibition, % at 6.95 µM; AID 720648; recombinant ADAM17, EDANS/DABCYL FRET peptide cleavage;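 active means inhibition above the mean of compounds lying between control limits plus 3 SD, set per campaign, cut at about 8.5% in these data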;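 further: 0% = DMSO-only wells as the low control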
hgDAF12 agonist: agonists of H. glycines DAF-12 nuclear receptor; HEK293 GAL4-hgDAF12 UAS-luciferase reporter, agonist luminescence; normalized to butyrate control; hit rate 1.8% among 370,000; activation, % at 6.8 µM;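 active means activation above a cutoff set at the mean of all screened compounds plus 3 SD, cut at about 10% in these data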;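 further: 0% = DMSO wells and 100% = sodium butyrate wells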
DAX1 inh-1: DAX1 (NR0B1) inhibition, primary screen; HEK293T StAR-luciferase reporter, SF-1/DAX-1 repression relief; inhibition, % at 6.8 µM; hit rate 1.1% among 370,000; AID 652010;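 active means inhibition above the mean over all tested compounds plus 3 SD, cut at about 3.6% in these data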;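 further: 0% = DAX-1 cells with DMSO and 100% = cells lacking DAX-1 with DMSO; higher inhibition means more luminescence from relief of DAX-1 repression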
hcDAF12 agonist: H. contortus DAF-12 activation, primary screen; HEK293 hcDAF-12 lit1-tk-luc reporter, luminescence; 0% DMSO, 100% Δ7-dafachronic acid; activation, % at 6.8 µM; hit rate 1.4% among 370,000;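 active means activation above the mean of all tested compounds plus 3 SD, cut at about 5.5% in these data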;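 further: 100% = response to 3 µM Δ7-dafachronic acid high control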
ADAM10 inh: inhibits human ADAM10. O14672. recombinant ADAM10, EDANS/DABCYL FRET peptide cleavage, 3 h. inhibition, % at 7 µM. hit rate 0.62% among 370,000;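 active means inhibition above a per-campaign cutoff equal to the mean of compounds falling between control-based bounds plus 3 SD, cut at about 20% in these data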;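 further: 0% = DMSO wells while the 100% control is not disclosed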
HGIII-sPLA2 inh: Blocks human group III sPLA2 activity; Q9NZ20; QFRET BODIPY PC-A2 liposome hydrolysis, fluorescence; inhibition, % at 12.2 µM; AID 743126; hit rate 0.56% among 370,000;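 active means inhibition above mean plus 3 SD of compounds lying within the high and low control bounds, cut at about 19% in these data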;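 further: 0% = median of test compound wells and 100% = no enzyme DMSO wells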
ssDAF-12 act: activates DAF-12 receptor from parasite S. stercoralis; HEK293 ssDAF-12/GRIP1 lit1-tk-luc reporter, luminescence; % of 3 µM dafachronic acid response; activation, % at 6.8 µM; hit rate 1% among 370,000;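 active means activation above the mean over all tested compounds plus 3 SD, cut at about 0.9% in these data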;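 further: 0% = DMSO-only wells and 100% = 3 µM delta7-dafachronic acid wells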
PLC-beta3 inh: blocks human PLC-beta3 enzyme activity | hit rate 0.18% among 370,000 | Purified PLC-beta3, fluorogenic substrate, fluorescence | Q01970 | inhibition, % at 12.2 µM; in the data active means inhibition above about 11%;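 further: 0% = median of compound wells on plate and 100% = full blocker control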
Target sequence (Q01970 whole entry, looked up): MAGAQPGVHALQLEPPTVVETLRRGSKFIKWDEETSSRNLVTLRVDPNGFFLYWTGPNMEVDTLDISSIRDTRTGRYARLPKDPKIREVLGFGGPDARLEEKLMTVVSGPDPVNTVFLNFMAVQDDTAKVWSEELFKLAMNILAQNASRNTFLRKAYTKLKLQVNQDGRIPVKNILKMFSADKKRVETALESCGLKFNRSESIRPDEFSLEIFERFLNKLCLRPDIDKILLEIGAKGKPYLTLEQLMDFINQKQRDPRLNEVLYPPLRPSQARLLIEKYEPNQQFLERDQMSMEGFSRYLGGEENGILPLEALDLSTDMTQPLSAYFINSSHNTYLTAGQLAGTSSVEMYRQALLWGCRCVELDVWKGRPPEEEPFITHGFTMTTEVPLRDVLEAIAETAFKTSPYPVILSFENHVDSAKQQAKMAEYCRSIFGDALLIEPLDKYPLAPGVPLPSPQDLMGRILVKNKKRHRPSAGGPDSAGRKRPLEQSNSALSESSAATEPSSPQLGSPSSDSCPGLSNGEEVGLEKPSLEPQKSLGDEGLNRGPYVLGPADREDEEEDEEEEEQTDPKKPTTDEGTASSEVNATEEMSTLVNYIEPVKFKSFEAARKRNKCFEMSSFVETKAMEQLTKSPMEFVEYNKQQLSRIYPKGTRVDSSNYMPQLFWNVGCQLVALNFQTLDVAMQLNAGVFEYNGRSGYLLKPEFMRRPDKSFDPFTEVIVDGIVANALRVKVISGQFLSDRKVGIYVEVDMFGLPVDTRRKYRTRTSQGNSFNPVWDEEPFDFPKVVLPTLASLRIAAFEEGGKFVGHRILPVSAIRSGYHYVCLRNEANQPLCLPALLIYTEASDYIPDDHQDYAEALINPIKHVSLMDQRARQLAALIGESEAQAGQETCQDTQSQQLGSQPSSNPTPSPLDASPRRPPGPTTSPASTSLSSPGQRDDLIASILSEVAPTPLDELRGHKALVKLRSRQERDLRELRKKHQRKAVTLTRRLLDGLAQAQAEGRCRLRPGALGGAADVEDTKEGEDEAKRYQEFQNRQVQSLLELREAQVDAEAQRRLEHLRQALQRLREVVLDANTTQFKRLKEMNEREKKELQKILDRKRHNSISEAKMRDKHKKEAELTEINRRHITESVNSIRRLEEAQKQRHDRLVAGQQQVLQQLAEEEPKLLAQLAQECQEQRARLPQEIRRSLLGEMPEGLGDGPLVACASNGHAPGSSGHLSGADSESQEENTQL
DAX1 inh-2: NR0B1 (DAX1) inhibition. HEK293 Gal4-DAX1 luciferase reporter, luminescence. hit rate 0.99% among 340,000. inhibition, % at 6.75 µM. P51843. AID 504766;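 active means inhibition above the mean over all tested compounds plus 3 SD, cut at about 4.2% in these data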;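 further: 0% = DAX1-transfected cells with DMSO and 100% = empty-vector control cells with DMSO; inhibition shows as a rise in luminescence from relieved DAX1 repression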
FXN GAA850 act: activators of GAA850 frataxin (FXN) promoter; HEK293 lucGAA850 FXN promoter luciferase reporter, 24 h; percent of 10 µM SAHA response; activation, % at 6 µM; hit rate 0.56% among 360,000; AID 540364;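 active means activation above the average of all compounds screened plus 3 SD, cutoff fixed separately per campaign, cut at about 7.5% in these data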;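 further: 0% = DMSO wells and 100% = 10 µM SAHA wells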
* hit, by the source's call.

`C=C(C)Cn1c(N2CCC(Cc3ccccc3)CC2)nc2c1c(=O)[nH]c(=O)n2C` gave PLCg1 inh 0, ADAM17 inh -3, hgDAF12 agonist -2.8, DAX1 inh-1 0.1, hcDAF12 agonist -1.7, ADAM10 inh -1, HGIII-sPLA2 inh -3, ssDAF-12 act -1.2, PLC-beta3 inh 1, DAX1 inh-2 -0.3 and FXN GAA850 act 3.0.
CCOc1ccc(-n2c(-c3ccc(Cl)cc3)c[n+]3c2SCC3)cc1 was read as PLCg1 inh 3, ADAM17 inh -5, hgDAF12 agonist -1.7, DAX1 inh-1 -3.6, hcDAF12 agonist -2.6, ADAM10 inh 2, HGIII-sPLA2 inh -1, ssDAF-12 act -2.4, PLC-beta3 inh -7, DAX1 inh-2 1.6 and FXN GAA850 act -0.6.
Screening COC(=O)c1ccc(NC(=S)N2CCN(Cc3ccc(Cl)cc3)CC2)cc1 returned PLCg1 inh 0, ADAM17 inh 5, hgDAF12 agonist 1.1, DAX1 inh-1 0.1, hcDAF12 agonist -0.3, ADAM10 inh 7, HGIII-sPLA2 inh -19, ssDAF-12 act -1.2, PLC-beta3 inh -1, DAX1 inh-2 -1.1 and FXN GAA850 act 4.6.
For COc1ccc(N2CC(C(=O)Nc3ccc4c(c3)OCO4)CC2=O)cc1 (configuration not stated) the results were PLCg1 inh 2, ADAM17 inh 0, hgDAF12 agonist 0.3, DAX1 inh-1 0.2, hcDAF12 agonist 0.5, ADAM10 inh 6, HGIII-sPLA2 inh 4, ssDAF-12 act -1.2, PLC-beta3 inh 2, DAX1 inh-2 0.5 and FXN GAA850 act -0.8.
For COc1cccc(C(=O)Nc2nc3ccccc3s2)c1 the results were PLCg1 inh -4, ADAM17 inh -3, hgDAF12 agonist 17*, DAX1 inh-1 3.4, hcDAF12 agonist 6.3*, ADAM10 inh 4, HGIII-sPLA2 inh -1, ssDAF-12 act 2.4*, PLC-beta3 inh -10, DAX1 inh-2 2.6 and FXN GAA850 act 3.3.
Screening C[C@@H]1CN([C@H](C)CO)C(=O)c2cc(/C=C/c3ccccc3)cnc2O[C@H]1CN(C)C(=O)NC1CCCCC1 returned PLCg1 inh -57, ADAM17 inh -115, hgDAF12 agonist -1.4, DAX1 inh-1 -1.9, hcDAF12 agonist -2.6, ADAM10 inh -460, HGIII-sPLA2 inh -16, ssDAF-12 act -1.5, PLC-beta3 inh -78, DAX1 inh-2 0.6 and FXN GAA850 act -1.1.
For OC(COc1ccccc1)CSc1ncn[nH]1 (configuration not stated) the results were PLCg1 inh 2, ADAM17 inh -1, hgDAF12 agonist -0.4, DAX1 inh-1 0.0, hcDAF12 agonist -1.7, ADAM10 inh -4, HGIII-sPLA2 inh 1, ssDAF-12 act -1.5, PLC-beta3 inh 1, DAX1 inh-2 0.1 and FXN GAA850 act -1.8.
`CCCOP(=O)(OCCC)C1(Nc2ccc(C)cc2)CCCCC1` gave PLCg1 inh 1, ADAM17 inh 0, hgDAF12 agonist 0.3, DAX1 inh-1 -0.4, hcDAF12 agonist -1.8, ADAM10 inh -4, HGIII-sPLA2 inh 13, ssDAF-12 act -1.2, PLC-beta3 inh 1, DAX1 inh-2 0.0 and FXN GAA850 act -1.7.
`Cc1ccc(CN2CCSc3ccc(C(=O)NC4CCN(Cc5ccccc5)CC4)cc32)cc1` gave PLCg1 inh -115, ADAM17 inh -58, hgDAF12 agonist -3.3, DAX1 inh-1 0.6, hcDAF12 agonist -1.6, ADAM10 inh -194, HGIII-sPLA2 inh 9, ssDAF-12 act -1.4, PLC-beta3 inh -128, DAX1 inh-2 -0.1 and FXN GAA850 act 3.0.
`COC(=O)c1c(NC(=O)C2C3CCC(C3)C2C(=O)O)sc2c1CCCCC2` (configuration not stated) gave PLCg1 inh -4, ADAM17 inh -6, hgDAF12 agonist 2.6, DAX1 inh-1 1.4, hcDAF12 agonist 0.1, ADAM10 inh -3, HGIII-sPLA2 inh 2, ssDAF-12 act -0.7, PLC-beta3 inh -7, DAX1 inh-2 -0.4 and FXN GAA850 act 3.8.
CCCCCCCC1CC(CSC(=N)N)OC1=O (configuration not stated) was read as PLCg1 inh 4, ADAM17 inh -4, hgDAF12 agonist 3.1, DAX1 inh-1 -0.2, hcDAF12 agonist -1.2, ADAM10 inh -10, HGIII-sPLA2 inh 18, ssDAF-12 act -0.8, PLC-beta3 inh 2, DAX1 inh-2 2.2 and FXN GAA850 act 5.0.
For O=S(=O)(NCCc1ccccc1)c1cccs1 the results were PLCg1 inh 0, ADAM17 inh 2, hgDAF12 agonist -1.1, DAX1 inh-1 -0.4, hcDAF12 agonist 0.5, ADAM10 inh 11, HGIII-sPLA2 inh -2, ssDAF-12 act -1.0, PLC-beta3 inh -2, DAX1 inh-2 1.2 and FXN GAA850 act 1.1.
For CCCCNC(=O)C(=O)c1ccccc1NC(C)=O the results were PLCg1 inh 0, ADAM17 inh -3, hgDAF12 agonist 0.8, DAX1 inh-1 0.1, hcDAF12 agonist 0.7, ADAM10 inh -6, HGIII-sPLA2 inh -1, ssDAF-12 act -1.0, PLC-beta3 inh 5, DAX1 inh-2 1.7 and FXN GAA850 act 2.2.
`COc1cc(C2C(C(=O)c3ccc(C)o3)=C(O)C(=O)N2CCN2CCOCC2)ccc1OCCC(C)C` (configuration not stated) gave PLCg1 inh -14, ADAM17 inh -1, hgDAF12 agonist 0.2, DAX1 inh-1 0.1, hcDAF12 agonist -1.1, ADAM10 inh -10, HGIII-sPLA2 inh -12, ssDAF-12 act -0.8, PLC-beta3 inh -19, DAX1 inh-2 0.3 and FXN GAA850 act -0.4.
For COc1ccc(-c2cc(C(F)(F)F)nc(SCC(=O)NCc3cnn(C)c3C)n2)cc1OC the results were PLCg1 inh -263, ADAM17 inh -25, hgDAF12 agonist -0.8, DAX1 inh-1 0.8, hcDAF12 agonist -1.9, ADAM10 inh -72, HGIII-sPLA2 inh 24*, ssDAF-12 act -1.3, PLC-beta3 inh -286, DAX1 inh-2 0.1 and FXN GAA850 act -2.4.
`O=C(NCC1CCCCC1)c1ccc(Br)o1` gave PLCg1 inh -1, ADAM17 inh -3, hgDAF12 agonist -1.0, DAX1 inh-1 1.6, hcDAF12 agonist -2.2, ADAM10 inh -5, HGIII-sPLA2 inh 2, ssDAF-12 act -1.3, PLC-beta3 inh -6, DAX1 inh-2 -0.1 and FXN GAA850 act 2.5.
`CCCCN(Cc1nc2ccccc2c(=O)[nH]1)C(=O)COc1ccc(F)cc1Cl` gave PLCg1 inh -35, ADAM17 inh -5, hgDAF12 agonist -1.3, DAX1 inh-1 -1.1, hcDAF12 agonist 1.0, ADAM10 inh -22, HGIII-sPLA2 inh 5, ssDAF-12 act -1.1, PLC-beta3 inh -71, DAX1 inh-2 2.4 and FXN GAA850 act -0.4.
For O=[N+]([O-])c1cc(S(=O)(=O)N2CCCC2)ccc1NN=C1CCCCC1 the results were PLCg1 inh 2, ADAM17 inh -5, hgDAF12 agonist -3.3, DAX1 inh-1 -0.1, hcDAF12 agonist -1.2, ADAM10 inh -1, HGIII-sPLA2 inh 8, ssDAF-12 act -0.9, PLC-beta3 inh -1, DAX1 inh-2 0.4 and FXN GAA850 act 2.2.
`O=C1N[C@@H](Cc2ccccc2)C(=O)N2[C@H]1CSCCS2(=O)=O` gave PLCg1 inh 4, ADAM17 inh 2, hgDAF12 agonist -1.4, DAX1 inh-1 0.1, hcDAF12 agonist -0.1, ADAM10 inh -5, HGIII-sPLA2 inh 4, ssDAF-12 act -0.9 and PLC-beta3 inh 0.
CCOc1ccccc1C(C(=O)NC1CCCCC1)N(C(=O)c1csnn1)C1CC1 (configuration not stated) was read as PLCg1 inh 0, ADAM17 inh 0, hgDAF12 agonist -2.1, DAX1 inh-1 0.1, hcDAF12 agonist -1.1, ADAM10 inh 2, HGIII-sPLA2 inh -2, ssDAF-12 act -0.8, PLC-beta3 inh -4, DAX1 inh-2 0.5 and FXN GAA850 act -0.9.
`COc1cc(-c2cc(-c3ccccc3)nc(SCC(=O)Nc3nccs3)c2C#N)cc(OC)c1OC` gave PLCg1 inh -70, ADAM17 inh -10, hgDAF12 agonist -1.2, DAX1 inh-1 -0.2, hcDAF12 agonist -0.5, ADAM10 inh -23, HGIII-sPLA2 inh 3, ssDAF-12 act -1.0, PLC-beta3 inh -81, DAX1 inh-2 1.3 and FXN GAA850 act 3.0.
O=C(NCc1ccncc1)[C@@H]1CCCN1C(=O)[C@H]1CCCN1C(=O)c1c(F)cccc1F was read as PLCg1 inh 3, ADAM17 inh -4, hgDAF12 agonist -2.1, DAX1 inh-1 -0.3, hcDAF12 agonist 1.9, ADAM10 inh -2, HGIII-sPLA2 inh 3, ssDAF-12 act -0.2 and PLC-beta3 inh -1.
Cc1nnc(SCc2nc3sc4c(c3c(=O)[nH]2)CCCC4)n(N)c1=O was read as PLCg1 inh -5, ADAM17 inh -3, hgDAF12 agonist 3.2, DAX1 inh-1 0.2, hcDAF12 agonist 1.1, ADAM10 inh -10, HGIII-sPLA2 inh -7, ssDAF-12 act -1.4 and PLC-beta3 inh -18.
Screening COc1ccc(NC(=O)COC(=O)c2ccc(-n3cnnn3)cc2)cc1Cl returned PLCg1 inh 4, ADAM17 inh 0, hgDAF12 agonist -1.1, DAX1 inh-1 -2.1, hcDAF12 agonist -1.6, ADAM10 inh -17, HGIII-sPLA2 inh 7, ssDAF-12 act -0.8, PLC-beta3 inh 4, DAX1 inh-2 1.9 and FXN GAA850 act 0.7.
For C[N+]1(CCNC(=O)/C=N/O)CCCCC1 the results were PLCg1 inh -1, ADAM17 inh 0, hgDAF12 agonist 1.9, DAX1 inh-1 -0.8, hcDAF12 agonist -1.5, ADAM10 inh -5, HGIII-sPLA2 inh 3, ssDAF-12 act -1.6, PLC-beta3 inh -1, DAX1 inh-2 -0.4 and FXN GAA850 act 1.9.
Screening COC(=O)CC(NC(=O)c1ccco1)c1ccc(C(C)C)cc1 (configuration not stated) returned PLCg1 inh -5, ADAM17 inh -2, hgDAF12 agonist -1.6, DAX1 inh-1 -0.9, hcDAF12 agonist -2.3, ADAM10 inh 1, HGIII-sPLA2 inh -8, ssDAF-12 act -1.5, PLC-beta3 inh 2, DAX1 inh-2 -0.3 and FXN GAA850 act 0.2.
For COCCNC(=O)c1cc(-c2ccccn2)nc2ccc(S(=O)(=O)N3CCC(C)CC3)cc12 the results were PLCg1 inh 3, ADAM17 inh 0, hgDAF12 agonist -0.5, DAX1 inh-1 0.1, hcDAF12 agonist 2.8, ADAM10 inh 3, HGIII-sPLA2 inh 1, ssDAF-12 act -0.7, PLC-beta3 inh -6, DAX1 inh-2 0.6 and FXN GAA850 act -0.3.
Screening C=CCNC(=S)N1CCOCC1 returned PLCg1 inh 5, ADAM17 inh -4, hgDAF12 agonist -1.5, DAX1 inh-1 0.5, hcDAF12 agonist -0.9, ADAM10 inh 0, HGIII-sPLA2 inh 10, ssDAF-12 act -0.4, PLC-beta3 inh -8, DAX1 inh-2 -0.2 and FXN GAA850 act 2.4.

Assay outcomes (PubChem)
